# IDE act – human IDE activators in live cells, primary screen, fluorescence polarization, HEK cells, FAbeta-B substrate | Insulin-degrading enzyme (Homo sapiens), P14735 | FAbeta-B cleavage; 0% vehicle, 100% cell-free pure enzyme wells | activation, % at 5.96 µM | 340,000 compounds, 0.073% hits | AID 493087, 2011;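 active means activation above the mean of all tested compounds plus 3 SD, set per screening campaign, cut at about 17% in these data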
# DNA FID counter – compounds displacing fluorescent DNA intercalator, primary screen, artefact control for HCV NS3 helicase inhibitor project, biochemical, FID fluorescence | inhibition, % at 7.9 µM | AID 1845, 2009 | 290,000 compounds, 0.17% hits | DNA fluorescent intercalator displacement; in the data active means inhibition above about 37%;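 further: 0% = vehicle and 100% = reference compound; higher means more ethidium bromide displaced from hairpin DNA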
# SUMO HTRF inh – inhibitors of in vitro SUMOylation cascade, primary screen, biochemical, HTRF, uHTS | 290,000 compounds, 0.36% hits | inhibition, % at 35 µM | AID 2006, 2009 | HTRF SUMOylation assay, SAE1/SAE2 + UBC9; in the data active means inhibition above about 50%, passing the limit was not always enough; further: strong numbers were not always called active
# MEKK3 PB1 HTS – modulators of MEKK3-MEK5 PB1 binding, primary screen, biochemical, wildtype MEKK3, multiplex bead flow cytometry, Alexa488-MEK5. AID 1529, 2009. Mitogen-activated protein kinase kinase kinase 3 (Homo sapiens), Q99759. binding response (% of control), % at 10 µM. 290,000 compounds, 1.4% hits. bead-based flow cytometry, Alexa488-MEK5 binding to MEKK3; actives lie on both sides; 0 = blocked by unlabeled MEK5, 100 = vehicle;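 active means binding response more than 3 SD above or below the average of its plate-row segment, actives on both sides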;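 further: Alexa488 bead fluorescence after subtracting the streptavidin-only scavenger bead signal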
# VIM-2 inh – VIM-2 metallo-beta-lactamase inhibitors, primary screen, biochemical, epi-absorbance readout, Pseudomonas aeruginosa enzyme; inhibition, % at 5.6 µM; AID 1527, 2009; 290,000 compounds, 0.89% hits; purified VIM-2, nitrocefin hydrolysis, epi-absorbance fluorescence;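 active means inhibition above the mean of all tested compounds plus 3 SD, cutoff set per screening run, cut at about 7.5% in these data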;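 further: red hydrolysis product quenches plate fluorescence so inhibitors raise well fluorescence; 0% = enzyme with DMSO and 100% = DMSO without enzyme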
# HCV NS3 hel inh – inhibitors of HCV NS3 helicase, primary screen, biochemical, Cy5 molecular beacon fluorescence; inhibition, % at 10.9 µM; 290,000 compounds, 0.56% hits; NS3 helicase DNA unwinding; AID 1800, 2009;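 active means inhibition above the mean of all tested compounds plus 3 SD, set per campaign, cut at about 35% in these data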;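 further: 0% = DMSO wells and 100% = thioflavine S control wells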
#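 System: HCV NS3 helicase fragment; control set: DMSO and thioflavine S; technique: Cy5 fluorescence at 0 and 60 min, beacon hairpin quenching; reagent: beacon DNA duplex substrate plus ATP; replicates: singlicate; schedule: 1 h reaction at 25 °C, ATP-initiated; medium: MOPS buffer pH 6.5 with MgCl2, DTT, Tween20, BSA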
# PHOSPHO1 block – PubChem AID 1565. recombinant PHOSPHO1, absorbance phosphatase assay. 290,000 compounds, 1.1% hits. inhibition, % at 13.3 µM; in the data active means inhibition above about 60%
# pCIP destab – p/CIP-EGFP fusion destabilizers, primary screen, fluorescence, F442A cells; Q05BA5; 16 h; decrease of EGFP signal, % at 10 µM; 290,000 compounds, 0.01% hits;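 active means EGFP signal decrease of at least 30% at 10 µM or well 3 SD below plate mean, unless failing retest; inactive means the rest, including hits failing retest or dose response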; further: some compounds called inactive have numbers as strong as hits; many of its hits are not listed in these tables
# Target sequence (Q05BA5 1-1403): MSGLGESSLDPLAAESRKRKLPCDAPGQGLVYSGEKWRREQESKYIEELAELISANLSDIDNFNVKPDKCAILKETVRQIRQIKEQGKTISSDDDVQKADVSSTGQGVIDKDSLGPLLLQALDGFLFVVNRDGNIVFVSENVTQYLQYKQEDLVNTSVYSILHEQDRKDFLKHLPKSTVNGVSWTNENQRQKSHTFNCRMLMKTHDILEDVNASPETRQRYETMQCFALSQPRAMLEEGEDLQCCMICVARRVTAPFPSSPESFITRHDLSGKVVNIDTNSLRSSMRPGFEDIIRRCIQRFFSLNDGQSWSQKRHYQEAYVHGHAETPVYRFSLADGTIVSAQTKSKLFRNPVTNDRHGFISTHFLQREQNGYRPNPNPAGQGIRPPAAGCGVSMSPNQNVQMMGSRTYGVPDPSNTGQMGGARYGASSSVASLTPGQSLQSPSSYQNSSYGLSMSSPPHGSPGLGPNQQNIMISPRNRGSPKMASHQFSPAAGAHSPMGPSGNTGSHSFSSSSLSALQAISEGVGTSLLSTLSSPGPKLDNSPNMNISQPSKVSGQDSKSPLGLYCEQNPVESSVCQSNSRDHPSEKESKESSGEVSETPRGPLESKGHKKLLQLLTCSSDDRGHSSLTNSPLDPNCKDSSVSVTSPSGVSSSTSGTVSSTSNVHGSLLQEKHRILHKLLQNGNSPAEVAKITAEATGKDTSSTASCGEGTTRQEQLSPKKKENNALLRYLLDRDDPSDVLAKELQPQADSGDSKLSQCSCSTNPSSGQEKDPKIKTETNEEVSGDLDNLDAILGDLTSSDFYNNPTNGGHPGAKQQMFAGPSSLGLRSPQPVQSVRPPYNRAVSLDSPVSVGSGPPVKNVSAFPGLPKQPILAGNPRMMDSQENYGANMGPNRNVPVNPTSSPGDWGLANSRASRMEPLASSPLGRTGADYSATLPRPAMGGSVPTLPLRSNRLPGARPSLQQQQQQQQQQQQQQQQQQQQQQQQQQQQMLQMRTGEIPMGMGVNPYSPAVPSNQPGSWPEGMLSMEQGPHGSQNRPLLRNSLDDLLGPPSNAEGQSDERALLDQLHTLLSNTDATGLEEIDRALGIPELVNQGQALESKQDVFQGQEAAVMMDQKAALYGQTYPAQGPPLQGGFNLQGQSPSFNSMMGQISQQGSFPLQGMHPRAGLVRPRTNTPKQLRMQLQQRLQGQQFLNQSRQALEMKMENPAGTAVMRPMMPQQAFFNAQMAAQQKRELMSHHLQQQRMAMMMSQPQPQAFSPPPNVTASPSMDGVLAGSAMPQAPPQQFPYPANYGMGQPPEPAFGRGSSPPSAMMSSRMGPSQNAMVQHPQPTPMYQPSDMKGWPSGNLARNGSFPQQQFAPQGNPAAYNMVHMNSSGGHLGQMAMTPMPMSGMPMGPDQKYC
# IMP-1 inh – IMP-1 metallo-beta-lactamase inhibitors, primary screen, biochemical, epi-absorbance readout, Pseudomonas aeruginosa enzyme; 290,000 compounds, 0.45% hits; AID 1556, 2009; inhibition, % at 5.6 µM; purified IMP-1, nitrocefin hydrolysis, epi-absorbance fluorescence; metallo-beta-lactamase IMP-1 (Pseudomonas aeruginosa);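 active means inhibition above the mean plus 3 SD of all compounds in the same screening run, cut at about 4.5% in these data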;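 further: 0% = IMP-1 with DMSO and 100% = DMSO wells lacking enzyme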
#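 System: purified IMP-1; amount: IMP-1 0.2 nM before substrate addition; compound: single dose, 5.6 µM; times: 25 °C, 15 min preincubation, 25 min reaction; signal: Epi-absorbance via hydrolysed-nitrocefin quenching of white-plate fluorescence, 480/530 nm, EDTA stop; benchmarks: DMSO with and without IMP-1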
# * marks the source's active call; other numbers are inactive results; x = no result given. Some of the compounds tested (hit frequency here may not be typical).
structure	pCIP destab	HCV NS3 hel inh	DNA FID counter	SUMO HTRF inh	VIM-2 inh	IDE act	PHOSPHO1 block	MEKK3 PB1 HTS	IMP-1 inh
Cc1ccc(CN2CCN(Cc3ccc(O)cc3)CC2CCO)o1 (configuration not stated)	-8	-4	7	19	0.2	-1	26	97	-1.2
COc1c(C(=O)NNC(=O)c2ccccc2Cl)csc1Br	-18	14	-3	5	-3.7	-1	23	101	-3.2
COC(=O)c1cc(S(=O)(=O)NCC2CCN(Cc3ccc(C)cc3)CC2)cn1C	-36	2	22	1	-0.1	3	38	99	0.9
CN(C1CCCCC1)S(=O)(=O)c1ccc(-n2cnnn2)cc1	-5	2	-6	31	-2.3	5	-4	104	-3.9
FCCCOc1ccc(-c2ccnc(-c3ccccc3)n2)cc1	14	-8	0	-42	1.3	-3	-3	102	5.1*
C=CCOc1nc(N(C)C)nc(N(C)C)n1	-5	-5	3	16	-3.9	2	-29	104	-3.0
C/C(=N\NC(=O)CN(c1ccccc1)S(C)(=O)=O)c1ccccc1O	17	-3	-6	12	-2.4	2	28	103	-3.0
COCc1cc(/C=N\NC(=O)Cc2ccc(Cl)cc2)ccc1OC	-11	-4	-18	-3	-2.4	2	4	110	-3.5
O=C(CCS(=O)(=O)c1ccccc1)N1CCN(c2ccc(F)cc2)CC1	-13	0	-23	-2	2.9	2	37	97	-1.4
COc1cccc(C(=O)Cn2c(Br)nc3c2c(=O)n(C)c(=O)n3C)c1	-19	5	-3	-1	-0.2	4	4	101	-1.8

# New compounds follow.
structure	pCIP destab	HCV NS3 hel inh	DNA FID counter	SUMO HTRF inh	VIM-2 inh	IDE act	PHOSPHO1 block	MEKK3 PB1 HTS	IMP-1 inh
Cc1ccc2c(c1)c(CC(=O)Nc1ccc(C)c(F)c1)c(C(=O)O)n2C	-6	-8	-19	4	-3.9	2	21	92	-2.1
CCC1CN(C(=O)NCc2ccccc2)c2cc(C)ccc2O1 (configuration not stated)	-14	-1	-32	9	-3.1	4	18	104	-2.9
CCC1CCCCN1C(=O)CCCc1ccccc1 (configuration not stated)	-9	-9	-25	8	0.7	2	24	99	-2.6
C=CCSC1=NC(=O)/C(=C/c2cccs2)S1	-3	-2	-3	8	-2.8	5	-7	97	-2.7
O=C(c1ccco1)N1CCc2ccccc21	4	-2	0	11	0.2	1	-16	102	-2.8
O=C(NN1C(=O)C2C3c4ccccc4C(c4ccccc43)C2C1=O)c1ccc(Cl)cc1 (configuration not stated)	-11	2	-3	10	-2.7	4	-55	98	-2.1
CS(=O)(=O)c1cccc(S(=O)(=O)N2CCCCCC2)c1	-8	-1	-2	10	-1.0	4	38	96	-2.1
CCCC(C)NNC(=O)c1cc2ccccc2[nH]1 (configuration not stated)	7	4	-3	0	-7.4	6	-8	97	-2.4
CC(=O)Cn1cnc2c(cnn2-c2ccc(C)c(C)c2)c1=O	0	-7	-8	-1	2.1	4	33	99	-1.3
Cc1cc(C)nc(NC(=O)c2cnc3sccn3c2=O)n1	-18	5	0	0	-6.3	7	22	105	-2.1

# Other results follow:
structure	pCIP destab	HCV NS3 hel inh	DNA FID counter	SUMO HTRF inh	VIM-2 inh	IDE act	PHOSPHO1 block	MEKK3 PB1 HTS	IMP-1 inh
O=C(Nc1c2c(nc3ccccc13)CCCC2)c1ccccc1F	-7	-3	-7	0	-3.2	-6	-5	93	1.0
COc1ccccc1OCCC(=O)O	4	-12	3	-5	-2.8	3	-2	101	-1.3
CCOC(=O)C1CCCN(S(=O)(=O)c2ccc(NC(C)=O)cc2)C1 (configuration not stated)	-6	-7	-2	6	0.2	1	41	84	-0.9
CCOC(=O)/C(C#N)=C/c1ccc(OCC(=O)Nc2ccc(C)c(C)c2)c(OC)c1	4	10	-5	24	1.3	1	-15	96	-2.4
CCc1ccc(NC(=O)CCNS(=O)(=O)c2cccs2)cc1	-14	10	-7	-5	-2.2	2	35	106	-1.4
O=C(CC1SC(=O)N(Cc2ccccc2)C1=O)Nc1nccs1 (configuration not stated)	0	-3	6	10	-4.1	7	-3	97	-4.2
CCOC(=O)CN1C(=O)C(O)(CC(=O)c2ccc3c(c2)CCCC3)c2ccccc21 (configuration not stated)	11	-7	-33	1	-4.7	4	-19	89	-1.2
O=C(Nc1nc2c(Cl)cccc2s1)c1ccc([N+](=O)[O-])o1	-48	17	5	15	-0.4	4	20	106	-3.0
CC(NC(=O)c1cc(-c2ccncc2)nc2ccc(Cl)cc12)C1CCCO1 (configuration not stated)	8	2	-35	0	-1.2	2	-174	98	-0.5
NC(=O)CC(NC(=O)c1cccc(Br)c1)c1ccc(NC2CCCCCCC2)c([N+](=O)[O-])c1 (configuration not stated)	-8	-3	-13	-12	-1.2	-4	-2	104	-4.5

# Three compounds from above with just HCV NS3 hel inh.
Molecule	HCV NS3 hel inh
O=C(Nc1nc2c(Cl)cccc2s1)c1ccc([N+](=O)[O-])o1	17
CC(NC(=O)c1cc(-c2ccncc2)nc2ccc(Cl)cc12)C1CCCO1 (configuration not stated)	2
NC(=O)CC(NC(=O)c1cccc(Br)c1)c1ccc(NC2CCCCCCC2)c([N+](=O)[O-])c1 (configuration not stated)	-3

# Next records.
structure	pCIP destab	HCV NS3 hel inh	DNA FID counter	SUMO HTRF inh	VIM-2 inh	IDE act	PHOSPHO1 block	MEKK3 PB1 HTS	IMP-1 inh
C=CCC1(C(=O)NCCO)CCN(C(=O)OC(C)(C)C)CC1	-9	-2	-13	-2	-2.2	6	21	98	-2.8
O=C(O)c1cc(-c2ccccc2)n(-c2ccc(Cl)cc2Cl)n1	9	18	-35	-4	-2.4	1	18	103	-1.4
Cc1ccc(OC2=NS(=O)(=O)c3ccccc32)cc1	6	3	1	25	-3.5	4	-4	98	-3.1
COc1cc(C)c(C(=O)Oc2cc(C)c(C(=O)O)c(O)c2)c(O)c1	-4	x	x	13	x	3	8	111	x
CCOC(=O)N1CCC(NC(=O)CC2C(=O)NCCN2Cc2ccc(C)cc2)CC1 (configuration not stated)	-8	-2	-19	17	-2.0	3	28	112	-1.4
Cc1c(OCC(=O)NCc2ccncc2)ccc2c3c(c(=O)oc12)CCC3	-14	9	-21	10	50*	-29	12	96	-5.6
CCOC(=O)CSc1ccc2nnc(-c3ccncc3)n2n1	4	4	-2	8	-2.5	-3	17	105	-3.7
Clc1ccc(-c2csc3ncnc(Cl)c23)cc1	-4	2	-1	10	0.1	-1	0	130*	-2.6
Cc1ccccc1NC(=O)CSc1nnc(-c2ccccn2)o1	9	4	-5	-9	-2.4	2	11	103	-5.2
FC(F)(F)c1nnc2ccc(N3CCCC3)nn12	-3	7	-4	15	0.7	3	-1	103	0.3

# More structures:
structure	pCIP destab	HCV NS3 hel inh	DNA FID counter	SUMO HTRF inh	VIM-2 inh	IDE act	PHOSPHO1 block	MEKK3 PB1 HTS	IMP-1 inh
Cc1ccccc1NC(=O)C1CC(=O)n2ncnc2N1 (configuration not stated)	2	-38	-2	-17	-3.3	-2	19	96	-4.4
CC(=O)N1CCN(c2nc3cc4c(cc3nc2NS(=O)(=O)c2ccccc2)OCCO4)CC1	-17	3	7	18	1.6	4	42	102	-3.3
Cc1ccc(O)c(C2=NOC(O)(C(F)(F)F)C2)c1 (configuration not stated)	-16	2	-2	-15	-4.1	6	16	102	-0.3
CCn1cc(C(=O)NCCN(CC(C)C)CC(C)C)c(=O)c2cc(S(=O)(=O)N3CCOCC3)ccc21	-8	10	3	-3	1.1	3	22	87	0.5
Cc1ccc(CC(=O)Nc2nccs2)cc1C	2	12	-5	-8	-0.4	-3	40	97	2.8
COc1cc(CO)cc(Br)c1OCc1cccnc1	-6	5	-4	3	2.5	3	-16	121	-0.1
C/C(=C\C(=O)c1ccc(Cl)cc1)Nc1ccc(Br)cc1	x	47*	2	x	-1.3	-2	x	115	-1.5
Cc1cc(C(=O)Nc2ccc3[nH]ccc3c2)no1	-5	-9	0	21	-2.8	4	20	97	-3.4
O=C(CSc1ncn[nH]1)NN(c1ccccc1)c1ccccc1	-5	6	-7	-7	-3.2	-1	-4	107	-3.1
COCCNC(=S)N/N=C1\CC(C)CC(C)(C)C1 (configuration not stated)	11	-3	6	1	-2.7	-1	-18	106	-4.6

# The results go on.
structure	pCIP destab	HCV NS3 hel inh	DNA FID counter	SUMO HTRF inh	VIM-2 inh	IDE act	PHOSPHO1 block	MEKK3 PB1 HTS	IMP-1 inh
O=C(NN(c1ccccc1)c1ccccc1)c1ccccc1F	-11	-4	-5	-4	-2.4	1	22	101	-1.8
COc1ccc(-c2csc3ncn(-c4ccccc4OC)c(=O)c23)cc1OC	7	-13	-31	17	-1.7	4	18	93	-1.9
Cn1nc(C(=O)NCc2ccco2)c2ccccc2c1=O	-3	18	-3	-6	-5.1	6	12	101	-2.7
Clc1ccc(-c2noc(/C=C/c3ccccc3)n2)cc1	-10	-9	-1	-3	-2.7	5	43	106	-5.3
Cc1nonc1NC(=O)CSc1nc2ccccc2o1	-7	5	-2	10	-3.3	4	35	100	-1.9
CCC(C)N(CCNC(=O)CC1Oc2ccccc2NC1=O)C1CCCCC1 (configuration not stated)	-19	21	-1	8	0.6	-1	15	97	-2.4
O=C(NCc1ccco1)C1CCCN(c2ncnc3c2nc2n3CCCCC2)C1 (configuration not stated)	-5	3	-39	13	-2.9	6	48	98	-3.0
CCc1ccccc1NC(=O)CC(=O)Nc1ccccc1CC	-1	-9	-10	14	2.9	-3	25	80	-0.5
Cc1ccc(F)cc1NC(=O)c1cccc2nccnc12	6	-3	0	-1	-0.2	0	-4	97	-2.7
CN1N=C(c2ccc(Cl)cc2)CC(c2ccc(Cl)cc2)C1=O (configuration not stated)	-9	-6	-18	-13	1.4	3	-104	102	-1.1

# (list continues)
structure	pCIP destab	HCV NS3 hel inh	DNA FID counter	SUMO HTRF inh	VIM-2 inh	IDE act	PHOSPHO1 block	MEKK3 PB1 HTS	IMP-1 inh
COc1cc(C(=O)N2C(=O)c3cccc(N)c3C2=O)cc(OC)c1OC	2	4	4	33	-1.1	3	4	105	-3.3
CC(C)=CCCC(C)CN1CCC(n2nccc2NC(=O)c2ccccc2)CC1 (configuration not stated)	-11	-6	20	7	-1.3	10	14	104	-2.3
CCOC(=O)c1c(C)[nH]c(C=C2C(=O)CCCC2=O)c1O	-1	2	-1	27	-0.5	0	11	94	-3.5
CC(C)[C@@H](C(=O)N1CCCC1)N1C(=O)N2CCc3c([nH]c4ccccc34)[C@@]2(C)C1=O	1	10	-47	4	-2.8	8	3	101	-6.6
COc1ccccc1C(=O)NCCC(=O)NCC(c1ccccc1)N(C)C (configuration not stated)	-17	3	4	-1	-1.1	1	20	98	-5.5
CCOc1cc2[nH]c(=S)n(CCCN3CCOCC3)c(=O)c2cc1OCC	11	-10	10	0	-0.1	4	7	103	-0.2
FC(F)(F)c1ccccc1CNCc1ccc2c(c1)OCO2	5	-6	3	-1	-1.9	4	33	105	0.8

# High-throughput results as filed in PubChem BioAssay.
